Compound activity (PubChem BioAssay)
MITF inh = human MITF inhibition, primary screen. O75030. AlphaScreen MITF homodimerization, bead proximity signal. inhibition, % at 2.6 µM. hit rate 0.91% among 650,000; in the data active = inhibition above about 50%;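 also: 0% = vehicle wells with protein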
Target sequence (O75030 whole entry, looked up): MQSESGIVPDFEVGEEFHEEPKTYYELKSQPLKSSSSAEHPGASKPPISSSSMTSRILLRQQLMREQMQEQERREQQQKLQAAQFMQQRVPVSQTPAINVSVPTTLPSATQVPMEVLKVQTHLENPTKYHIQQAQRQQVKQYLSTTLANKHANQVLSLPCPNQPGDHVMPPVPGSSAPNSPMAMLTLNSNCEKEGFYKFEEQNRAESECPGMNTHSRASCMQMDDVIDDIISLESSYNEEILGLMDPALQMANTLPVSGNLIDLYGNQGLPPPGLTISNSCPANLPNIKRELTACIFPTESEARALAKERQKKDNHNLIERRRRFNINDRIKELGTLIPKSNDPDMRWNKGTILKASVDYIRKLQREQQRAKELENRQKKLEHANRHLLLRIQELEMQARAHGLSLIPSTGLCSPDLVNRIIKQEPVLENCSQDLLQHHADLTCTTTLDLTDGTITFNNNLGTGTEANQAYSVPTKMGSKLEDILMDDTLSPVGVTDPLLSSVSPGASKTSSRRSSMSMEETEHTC
TEAD-YAP inh = TEAD-YAP interaction inhibition. HEK-TIYL cells, TEAD-Gal4/YAP UAS-luciferase luminescence. hit rate 1.4% among 640,000. inhibition, % at 9.12 µM. AID 1259422; in the data active = inhibition above about 32%;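 also: 0% = median of test compound wells and 100% = reference inhibitor wells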
FBW7 activator = activators of human E3 ligase FBW7. Q969H0. AlphaScreen FBW7–phospho-cyclin E peptide binding, activator screen. normalized activity (activation), % at 26.1 µM. hit rate 0.13% among 650,000. AID 1259310; in the data active = normalized activity above about 1.9%;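 also: purified mutant Fbw7 with reduced substrate affinity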
GPR151 ag = activators of human GPR151. Q8TDV0. hit rate 1% among 650,000. PathHunter beta-arrestin GPR151 cells, luminescence. activation, % at 11.2 µM; in the data active = activation above about 4.9%;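 also: 0% = median of compound wells and 100% = cells with positive control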
Target sequence (Q8TDV0 whole entry, looked up): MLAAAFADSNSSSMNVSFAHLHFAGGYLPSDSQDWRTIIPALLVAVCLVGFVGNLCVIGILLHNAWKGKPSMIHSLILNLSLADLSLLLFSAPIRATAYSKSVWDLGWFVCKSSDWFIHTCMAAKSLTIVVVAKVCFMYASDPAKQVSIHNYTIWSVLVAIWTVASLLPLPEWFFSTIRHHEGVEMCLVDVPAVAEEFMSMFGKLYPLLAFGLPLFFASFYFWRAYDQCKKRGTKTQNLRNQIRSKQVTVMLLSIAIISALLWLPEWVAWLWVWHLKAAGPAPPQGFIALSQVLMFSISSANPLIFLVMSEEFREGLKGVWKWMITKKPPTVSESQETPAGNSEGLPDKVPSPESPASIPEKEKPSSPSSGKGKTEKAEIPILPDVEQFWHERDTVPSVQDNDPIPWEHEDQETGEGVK
The depositor's hits bear a star.

How did COc1cc(CN2CCOCC2)cc(OC)c1OC do in these assays?
MITF inh: 6; TEAD-YAP inh: 1; FBW7 activator: 0.1; GPR151 ag: 0.2

Results for O=C(CSCC(=O)N1CCCC1)Nc1nc(-c2cccs2)cs1 ?
MITF inh: -9; TEAD-YAP inh: -7; FBW7 activator: 0.0; GPR151 ag: -1.6

What do the screens show for `COCCOC(=O)c1cc(C(=O)c2cc(Cl)ccc2O)coc1=N`?
MITF inh: -11; TEAD-YAP inh: 3; FBW7 activator: -0.1; GPR151 ag: 0.5

Results for COc1cc(CNC23CC4CC(CC(C4)C2)C3)c(Cl)cc1OCC(=O)O ?
MITF inh: 34; TEAD-YAP inh: 0; FBW7 activator: 0.7; GPR151 ag: -2.0

What do the screens show for `O=C(O)CNC(=O)C12CC3CC(CC(Cl)(C3)C1)C2`?
MITF inh: 11; TEAD-YAP inh: 12; FBW7 activator: 0.0; GPR151 ag: 0.4

How did CO[C@H]([C@@H](C)[C@H](OC)c1ccccc1)[C@H](C)[C@@H](OC)[C@H](C)C(C)=O do in these assays?
MITF inh: 4; FBW7 activator: 0.2; GPR151 ag: -0.2

Results for COc1ccc(CCn2c(SCc3cccc([N+](=O)[O-])c3)nc3ccccc3c2=O)cc1OC ?
MITF inh: 3; TEAD-YAP inh: 0; FBW7 activator: 0.0; GPR151 ag: 0.5

Results for CCCSc1nc2c(c(=O)n1-c1ccc(F)cc1)SCC2 ?
MITF inh: 11; TEAD-YAP inh: -3; FBW7 activator: -0.1; GPR151 ag: 0.5

How did Cn1c(=NC(=O)c2ccc([N+](=O)[O-])s2)sc2cc(F)ccc21 do in these assays?
MITF inh: -9; TEAD-YAP inh: -5; FBW7 activator: 0.2; GPR151 ag: 0.7

What do the screens show for `CCOC(=O)c1ccccc1NC(=O)c1ccccn1`?
MITF inh: 7; TEAD-YAP inh: 9; FBW7 activator: 0.2; GPR151 ag: -0.7

What do the screens show for `O=C(NCc1cccs1)c1nn2c(C(F)(F)F)cc(-c3ccc(Br)cc3)nc2c1Cl`?
MITF inh: -4; TEAD-YAP inh: -8; FBW7 activator: -0.2; GPR151 ag: 1.2

What do the screens show for `CN(C)S(=O)(=O)c1ccc(/C(O)=C2/C(=O)C(=O)N(Cc3cccnc3)C2c2cccnc2)cc1` (stereo not given)?
MITF inh: 20; TEAD-YAP inh: 6; FBW7 activator: 0.1; GPR151 ag: 2.6

Results for CCc1nc2sccn2c(=O)c1C(=O)Nc1cccc(C(F)(F)F)c1 ?
MITF inh: 6; TEAD-YAP inh: 4; FBW7 activator: -0.1; GPR151 ag: 2.1

What do the screens show for `c1cncc(CNc2nc(N3CCC(N4CCOCC4)CC3)nc3nc[nH]c23)c1`?
MITF inh: 7; TEAD-YAP inh: 4; FBW7 activator: 0.0; GPR151 ag: 2.4

How did COc1cc(OC)cc(C(=O)NCc2nnc(SCC(=O)N3N=C(c4cccs4)CC3c3ccc(C)cc3)n2C)c1 (stereo not given) do in these assays?
MITF inh: 8; TEAD-YAP inh: 16; FBW7 activator: 0.0; GPR151 ag: 0.1

Results for O=C1CCCN1CCCNc1nccc(Nc2ccc(N3CCOCC3)cc2)n1 ?
MITF inh: 12; TEAD-YAP inh: -8; FBW7 activator: 0.0; GPR151 ag: -0.8

Results for CCN(CC)c1ccc(NC(=O)c2ccco2)cc1 ?
MITF inh: 9; TEAD-YAP inh: -6; FBW7 activator: 0.3; GPR151 ag: 1.3

How did CC1=C(C(=O)Nc2ccc(F)cc2F)C2(CCN(Cc3ccccc3)CC2)OC1=O do in these assays?
MITF inh: 8; TEAD-YAP inh: 2; FBW7 activator: 0.0; GPR151 ag: 0.2

How did COc1cccc(C(=O)Nc2nc(-c3cccs3)cs2)c1OC do in these assays?
MITF inh: -14; TEAD-YAP inh: -12; FBW7 activator: 0.1; GPR151 ag: -0.9

Results for C=CCC1C(C)=NN(C(=O)c2cccc(Br)c2)C1(C)O (stereo not given) ?
MITF inh: 5; TEAD-YAP inh: -11; FBW7 activator: 0.0; GPR151 ag: -0.5

How did Cc1[nH]n(-c2ccccc2)c(=O)c1C1=c2cc(Cl)ccc2=NC1=O do in these assays?
MITF inh: 26; TEAD-YAP inh: 5; FBW7 activator: 0.0; GPR151 ag: -1.9

How did Cc1nc2ccc(C(=O)OCc3ccc([N+](=O)[O-])cc3)cc2nc1C do in these assays?
MITF inh: 12; TEAD-YAP inh: 4; FBW7 activator: 0.0; GPR151 ag: -0.2

Results for CN(C)CCNP1(=O)C=C(c2ccccc2)SC(c2ccccc2)=C1 ?
MITF inh: 6; TEAD-YAP inh: 0; FBW7 activator: 0.2; GPR151 ag: 1.3

How did COc1ccccc1N(CC(O)CNC(C)(C)CO)S(=O)(=O)c1ccccc1 (stereo not given) do in these assays?
MITF inh: -12; TEAD-YAP inh: 3; FBW7 activator: 0.1; GPR151 ag: -1.1

How did Cc1ccc(/C=N/Nc2ccc3ccccc3n2)o1 do in these assays?
MITF inh: 13; TEAD-YAP inh: 32; FBW7 activator: -0.1; GPR151 ag: -6.2

Results for O=C(COC(=O)c1ccc[n+]([O-])c1)Nc1ccccc1OC(F)F ?
MITF inh: 3; TEAD-YAP inh: 1; FBW7 activator: 0.1; GPR151 ag: 1.5

Results for O=[N+]([O-])c1cnc(Nc2cccc3nonc23)c([N+](=O)[O-])c1 ?
MITF inh: -4; TEAD-YAP inh: 12; FBW7 activator: -0.7; GPR151 ag: -0.1

What do the screens show for `CCC(=O)Nc1nc(C)c(-c2csc(NCc3ccco3)n2)s1`?
MITF inh: -9; TEAD-YAP inh: 27; FBW7 activator: 0.0; GPR151 ag: 0.1

What do the screens show for `Cc1ccc(-n2c(N)c(C(=O)Nc3ccc(F)cc3)sc2=S)cc1C`?
MITF inh: 10; TEAD-YAP inh: -10; FBW7 activator: -0.2; GPR151 ag: 1.0

Results for C=CCc1ccccc1OCC(=O)OCCNC(=O)c1cccnc1 ?
MITF inh: 9; TEAD-YAP inh: 9; FBW7 activator: 0.1; GPR151 ag: -1.3

Reprinted at random: 4 records from the list, in no set order.
Results for CCCSc1nc2c(c(=O)n1-c1ccc(F)cc1)SCC2 ?
MITF inh: 11; TEAD-YAP inh: -3; FBW7 activator: -0.1; GPR151 ag: 0.5

What do the screens show for `O=C(NCc1cccs1)c1nn2c(C(F)(F)F)cc(-c3ccc(Br)cc3)nc2c1Cl`?
MITF inh: -4; TEAD-YAP inh: -8; FBW7 activator: -0.2; GPR151 ag: 1.2

What do the screens show for `CCC(=O)Nc1nc(C)c(-c2csc(NCc3ccco3)n2)s1`?
MITF inh: -9; TEAD-YAP inh: 27; FBW7 activator: 0.0; GPR151 ag: 0.1

How did CO[C@H]([C@@H](C)[C@H](OC)c1ccccc1)[C@H](C)[C@@H](OC)[C@H](C)C(C)=O do in these assays?
MITF inh: 4; FBW7 activator: 0.2; GPR151 ag: -0.2

Following part.
How did CCOC(=O)C1CCN(C(=O)C2CC(Cc3ccc(F)cc3)=NO2)CC1 (stereo not given) do in these assays?
MITF inh: -6; TEAD-YAP inh: -38; FBW7 activator: 0.2; GPR151 ag: 0.8

Results for C=CCc1cc(C)ccc1OCCOCCNC(C)(C)C ?
MITF inh: 25; TEAD-YAP inh: 5; FBW7 activator: 0.0; GPR151 ag: -1.8

What do the screens show for `COc1cccc(C(=O)N(Cc2cccnc2)Cc2cc3cc(C)ccc3n3nnnc23)c1`?
MITF inh: 4; TEAD-YAP inh: 4; FBW7 activator: 0.0; GPR151 ag: 0.2

What do the screens show for `COCCCNc1nccn2c(-c3cccc(NS(C)(=O)=O)c3)cnc12`?
MITF inh: 22; TEAD-YAP inh: 28; FBW7 activator: -0.5; GPR151 ag: 0.2

How did COc1ccc(-c2nnc3ccc(SCc4ccc(F)cc4)nn23)cc1 do in these assays?
MITF inh: 10; TEAD-YAP inh: 0; FBW7 activator: -0.1; GPR151 ag: -1.3

How did CCC(C)c1ccccc1OCC(=O)NNC(=O)c1ccc(OC)c(OC)c1 (stereo not given) do in these assays?
MITF inh: -5; TEAD-YAP inh: 5; FBW7 activator: -0.2; GPR151 ag: 0.9

What do the screens show for `Cc1cc2c(cc1C)NC(CC(=O)Nc1ccc([N+](=O)[O-])cc1)C(=O)N2` (stereo not given)?
MITF inh: -2; TEAD-YAP inh: -36; FBW7 activator: -0.2; GPR151 ag: 0.5

Results for O=C(Nc1nc2ccc([N+](=O)[O-])cc2s1)C1CCCCC1 ?
MITF inh: 4; TEAD-YAP inh: -28; FBW7 activator: -0.1; GPR151 ag: 1.5

What do the screens show for `O=C(Nc1ccccc1)c1ccccc1Br`?
MITF inh: -12; TEAD-YAP inh: -18; FBW7 activator: -0.1; GPR151 ag: -0.7

What do the screens show for `COc1cccc(CN=c2c([N+](=O)[O-])nn(-c3ccccc3)n2O)c1`?
MITF inh: 14; TEAD-YAP inh: -9; FBW7 activator: -0.1; GPR151 ag: -0.8

What do the screens show for `CCCCNS(=O)(=O)c1ccc(NC(=O)c2ccco2)cc1`?
MITF inh: -2; TEAD-YAP inh: -13; FBW7 activator: 0.9; GPR151 ag: 0.4

How did NC(=O)C1CCN(c2nc(C3CC3)nc3c2nnn3Cc2ccccc2Cl)CC1 do in these assays?
MITF inh: 5; TEAD-YAP inh: -11; FBW7 activator: -0.1; GPR151 ag: 0.8

Results for NC(=O)Cn1nc(-c2ccccc2)c2ccccc2c1=O ?
MITF inh: 5; TEAD-YAP inh: 12; FBW7 activator: -0.2; GPR151 ag: 2.2

What do the screens show for `COc1ccc(-c2c(C#N)c(N)nc3sc(C(=O)c4ccc(Cl)cc4)c(N)c23)cc1`?
MITF inh: -2; TEAD-YAP inh: -9; FBW7 activator: 0.0; GPR151 ag: -1.5

Results for CC(C)CNC(=O)c1ccccc1NC(=O)CN1C(=O)c2cccc3cccc1c23 ?
MITF inh: 15; TEAD-YAP inh: 4; FBW7 activator: 0.8; GPR151 ag: -0.4

What do the screens show for `COc1cc(OC)cc(C(=O)N=c2sc3cc(F)ccc3n2C)c1`?
MITF inh: 3; TEAD-YAP inh: -2; FBW7 activator: -0.1; GPR151 ag: -0.7

How did Cc1ccccc1COc1cn(CC(=O)NCCc2ccccc2)c(C)cc1=O do in these assays?
MITF inh: -1; TEAD-YAP inh: -3; FBW7 activator: -0.1; GPR151 ag: 0.0

What do the screens show for `Cc1ccc(S(=O)(=O)Nc2ccccc2C(=O)Nc2nc3c(Cl)cccc3s2)cc1`?
MITF inh: -9; TEAD-YAP inh: 33*; FBW7 activator: 0.0; GPR151 ag: -0.2

What do the screens show for `O=C(COc1ccccc1Cl)Nc1ccc(N2CCN(C(=O)c3ccco3)CC2)cc1`?
MITF inh: 2; TEAD-YAP inh: 13; FBW7 activator: -0.1; GPR151 ag: 9.9*

How did O=[N+]([O-])c1cc(N=Cc2nc(-c3ccc(Br)cc3)oc2O)ccc1Cl do in these assays?
MITF inh: 21; TEAD-YAP inh: 2; FBW7 activator: 0.0; GPR151 ag: -2.0

Sorted by molar mass (ascending): some entries from above.
Results for CCCSc1nc2c(c(=O)n1-c1ccc(F)cc1)SCC2 ?
MITF inh: 11; TEAD-YAP inh: -3; FBW7 activator: -0.1; GPR151 ag: 0.5

How did CO[C@H]([C@@H](C)[C@H](OC)c1ccccc1)[C@H](C)[C@@H](OC)[C@H](C)C(C)=O do in these assays?
MITF inh: 4; FBW7 activator: 0.2; GPR151 ag: -0.2

How did O=[N+]([O-])c1cc(N=Cc2nc(-c3ccc(Br)cc3)oc2O)ccc1Cl do in these assays?
MITF inh: 21; TEAD-YAP inh: 2; FBW7 activator: 0.0; GPR151 ag: -2.0

Next records
How did O=C(c1ccco1)N1N=C(c2ccccc2)CC1c1ccccc1O (stereo not given) do in these assays?
MITF inh: 13; TEAD-YAP inh: 5; FBW7 activator: 0.2; GPR151 ag: 1.0

Results for Oc1cccc(Nc2nc(N3CCOCC3)c3ccccc3n2)c1 ?
MITF inh: -13; TEAD-YAP inh: 1; FBW7 activator: 0.0; GPR151 ag: 0.1

Results for C=CCN1C(=O)C(O)(CC(=O)c2ccc(C)s2)c2cc(Br)ccc21 (stereo not given) ?
MITF inh: -4; TEAD-YAP inh: 8; FBW7 activator: -0.2; GPR151 ag: 1.6

What do the screens show for `O=C1NC(=S)N/C1=C/c1ccccc1OCc1ccccc1F`?
MITF inh: 0; TEAD-YAP inh: -4; FBW7 activator: 0.1; GPR151 ag: -0.3

Results for CC(C)c1ccc(NC(=O)C(c2cc3c(cc2[N+](=O)[O-])OCO3)N2CCOCC2)cc1 (stereo not given) ?
MITF inh: 15; TEAD-YAP inh: -16; FBW7 activator: 1.3; GPR151 ag: 0.4

Results for CC1CN(C(=O)c2scc3c2OCCO3)CC(C)O1 (stereo not given) ?
MITF inh: 1; TEAD-YAP inh: -3; FBW7 activator: 0.0; GPR151 ag: -0.5

How did Cc1cc(CN(C)Cc2c(C(=O)N3CCCCC3)nc3sccn23)on1 do in these assays?
MITF inh: 2; TEAD-YAP inh: 0; FBW7 activator: -0.1; GPR151 ag: 0.3

Results for O=C(Nc1nccs1)c1ccc(-c2nc3ccccc3s2)s1 ?
MITF inh: -15; TEAD-YAP inh: -61; FBW7 activator: -0.1; GPR151 ag: -1.4

What do the screens show for `C/C(CC(=O)Nc1cccc2ccccc12)=N\NC(=O)C(=O)NCCO`?
MITF inh: 6; TEAD-YAP inh: 1; FBW7 activator: 0.0; GPR151 ag: 2.0

Results for COc1ccccc1CCNCc1c(C(=O)N2CCCCCC2)nc2cc(C)ccn12 ?
MITF inh: -13; TEAD-YAP inh: 4; FBW7 activator: 0.0; GPR151 ag: 0.7

What do the screens show for `CCOc1cc(C2C3=C(CC(C)(C)CC3=O)OC3=C2C(=O)CC(C)(C)C3)cc(Br)c1OC`?
MITF inh: -1; TEAD-YAP inh: 5; FBW7 activator: -0.4; GPR151 ag: 1.9
